Pf growth 96h: Primary qHTS for delayed death inhibitors of the malarial parasite plastid, 96 hour incubation. P. falciparum luciferase reporter growth, 96 h. Potency, µM (titrated, usually from 28.7 µM), for inactives: top-dose activity change, negative = inhibition, most hits filed as inhibitors. 320,000 tested, 6.9% active. AID 504834, 2011
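Plates of compound plus infected erythrocytes (2% hematocrit, 0.05% parasitemia final) incubate 96 hours, 37 C, 5% CO2. Detection reagent added; reduced luminescence from the parasites' luciferase reporter flags inhibition.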
HCV inh: qHTS Assay for Inhibitors of Hepatitis C Virus (HCV) | Huh7.5.1 HCVcc-Cre infection, luciferase reporter, 44 h | Potency, µM (highest dose often 41.8 µM), without a hit: top-dose activity change, negative = inhibition, actives largely listed as inhibitors | 340,000 tested, 3.4% active
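Compounds are dispensed onto cells plated 4 h earlier at 1,000 per well, with HCVcc-Cre virus (about 0.5 moi) added next. Following 44 h of culture, luminescent signal is measured for 15 sec after 15 min with substrate at room temperature.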
Tb PYK inh: qHTS of Trypanosoma Brucei Inhibitors. pyruvate kinase (Trypanosoma brucei), Q57TT1. TbPYK enzyme, Kinase-Glo Plus ATP luminescence, 45 min. Potency, µM (titrated, usually from 76.8 µM), without a hit: at the top dose activity, negative = inhibition, hits mostly inhibitors. 410,000 tested, 0.12% active; note: nearly all actives have a fitted effect of over 50% in size
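ADP (130 uM final) triggers the TbPYK reaction after compound addition; incubation is 45 min at room temperature. Kinase-Glo Plus is then added and luminescence imaged. Normalized data are fitted to concentration-effect curves.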
LmPK inhibitor: qHTS Assay for Inhibitors of Leishmania Mexicana Pyruvate Kinase (LmPK); AID 1721, 2009; 290,000 tested, 0.37% active; purified LmPK, Kinase-Glo ATP luminescence, 1 h; Potency, µM (series often up to 57.5 µM), for inactives: at the top dose activity change, negative = inhibition, usual class: inhibitors
Target sequence (Q27686 whole entry, looked up): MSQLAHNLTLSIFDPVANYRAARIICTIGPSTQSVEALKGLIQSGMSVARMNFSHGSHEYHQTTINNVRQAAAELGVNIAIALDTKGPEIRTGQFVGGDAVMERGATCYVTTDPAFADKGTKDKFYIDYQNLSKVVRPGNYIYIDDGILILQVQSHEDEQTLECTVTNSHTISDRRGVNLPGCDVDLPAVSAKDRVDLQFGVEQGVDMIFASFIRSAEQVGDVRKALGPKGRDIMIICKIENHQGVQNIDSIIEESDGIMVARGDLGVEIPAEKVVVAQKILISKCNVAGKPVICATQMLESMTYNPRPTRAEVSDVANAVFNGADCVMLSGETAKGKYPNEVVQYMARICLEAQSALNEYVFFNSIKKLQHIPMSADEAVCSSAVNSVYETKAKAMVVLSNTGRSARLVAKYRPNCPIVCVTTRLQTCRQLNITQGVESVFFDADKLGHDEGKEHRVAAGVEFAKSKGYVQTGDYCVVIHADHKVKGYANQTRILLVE
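qHTS format; LmPK 0.1 nM; substrates PEP 0.5 mM and ADP 0.1 mM. One-hour room-temperature incubation, then coupled luciferase luminescence; 0.5 nM enzyme wells mark activation.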
Sm TGR inh: qHTS Assay for the Inhibitors of Schistosoma Mansoni Peroxiredoxins; purified TGR, DTNB reduction, TNB absorbance 405 nm; Potency, µM (doses to about 114 µM), for the others: at the top dose activity change, negative = inhibition, actives largely listed as inhibitors; AID 485364, 2010; 360,000 tested, 3% active; Schistosoma mansoni thioredoxin glutathione reductase (TGR), Q962Y6; note: nearly all actives have a fitted effect of over 60% in size
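First, TGR (20 nM dispensed) and NADPH were mixed with compound. Second, a 15 min room-temperature incubation followed. Third, further NADPH and then DTNB were added to start the reaction. Finally, TNB absorbance was monitored kinetically.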
Pf growth 48h: Primary qHTS for delayed death inhibitors of the malarial parasite plastid, 48 hour incubation. P. falciparum luciferase growth in erythrocytes, 48 h. Potency, µM (doses to about 28.7 µM), for inactives: top-dose activity change, negative = inhibition, actives largely listed as inhibitors. 310,000 tested, 5.9% active
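Here the parasites carry a stable luciferase gene and grow inside erythrocytes in Albumax-based RPMI medium with compound for one erythrocytic cycle. Activity is scored as loss of luminescent signal.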
Starred values were filed as active, the others as inactive; u = inconclusive; x = no result given; [ ] = another dose, or the depositor's remark. Calls come from the whole dose curve; as a rule, active = well fitted curve in the direction sought with a large enough effect; inconclusive = small, poorly fitted or top-dose-only effect, or another doubt; inactive = no such curve, though single readings can be large; an effect the other way counts as inactive or inconclusive. % is set by controls: 0 for no effect and ±100 for the full control effect; potency is the fitted concentration of half-maximal effect.

Results follow in this order: Pf growth 96h | HCV inh | Tb PYK inh | LmPK inhibitor | Sm TGR inh | Pf growth 48h
CCOC(=O)c1c(C)[nH]c(C)c1C(=O)COC(=O)/C=C/c1cccc(C(F)(F)F)c1
→ u | -6% | 0% | 0% | -2% | 15µM*
O=C(CCCN1C(=O)/C(=C/c2cccs2)SC1=S)Nc1cccc(O)c1
→ 24% | u | -2% | 1% | 13% | u
Cc1ccc2oc(C(=O)NC3CCS(=O)(=O)C3)cc(=O)c2c1 (configuration not stated)
→ u | 11% | -9% | -3% | 1% | -1%
Cc1cccc([C@H](NC(=O)OC(C)(C)C)C(=O)OC(C)(C)C)c1
→ u | -5% | -2% | x | -7% | -8%
O=C(NNS(=O)(=O)c1ccc(Br)cc1)c1cccs1
→ 19% | -4% | 4% | 4% | 0% | 18%
COc1cc(/C=C(/C#N)c2ccc(C)cc2)ccc1Oc1ccc([N+](=O)[O-])cn1
→ 5% | 10µM* | -6% | 2% | 3% | u
CNc1nc(-c2ccc3c(c2)CCN3C(=O)c2cccc(F)c2)cs1
→ -38% | 11µM* | 2% | -9% | -6% | -4%
CS(=O)(=O)N1CCN(C(=O)C2c3ccccc3Oc3ccccc32)CC1
→ x | 1% | -11% | 1% | 4% | -11%
CCN(c1ccc(OC)cc1)S(=O)(=O)c1cc(-c2cc(C)no2)ccc1C(C)C
→ 8% | 13µM* | 9% | 0% | 4% | u
COc1ccccc1CNC(=O)COc1ccccc1OC
→ x | -12% | -1% | -2% | 1% | 2%

As a short view, five of the compounds above:
Results follow in this order: Pf growth 96h | HCV inh | Tb PYK inh | LmPK inhibitor | Sm TGR inh | Pf growth 48h
CCOC(=O)c1c(C)[nH]c(C)c1C(=O)COC(=O)/C=C/c1cccc(C(F)(F)F)c1
→ u | -6% | 0% | 0% | -2% | 15µM*
O=C(CCCN1C(=O)/C(=C/c2cccs2)SC1=S)Nc1cccc(O)c1
→ 24% | u | -2% | 1% | 13% | u
Cc1ccc2oc(C(=O)NC3CCS(=O)(=O)C3)cc(=O)c2c1 (configuration not stated)
→ u | 11% | -9% | -3% | 1% | -1%
Cc1cccc([C@H](NC(=O)OC(C)(C)C)C(=O)OC(C)(C)C)c1
→ u | -5% | -2% | x | -7% | -8%
O=C(NNS(=O)(=O)c1ccc(Br)cc1)c1cccs1
→ 19% | -4% | 4% | 4% | 0% | 18%

Other compounds follow.
Results follow in this order: Pf growth 96h | HCV inh | Tb PYK inh | LmPK inhibitor | Sm TGR inh | Pf growth 48h
O=C(NCC(c1ccco1)N1CCCC1)c1ccc(Cl)cc1 (configuration not stated)
→ 0.93µM* | -23% | -1% | 0% | -14% | x
COCCn1c(C)cc(C(=O)COC(=O)C2CC(=O)N(CCc3ccc(OC)c(OC)c3)C2)c1C (configuration not stated)
→ 11% | -10% | -9% | x | 2% | -16%
Cc1ccc(NC(=O)CSc2ncc(S(=O)(=O)c3ccccc3)c(=O)[nH]2)cc1C
→ -1% | -1% | 2% | 3% | -2% | -21%
Cc1nn(-c2ccccc2)c(C)c1NC(=O)COC(=O)Cc1ccccc1
→ u | 9% | 1% | x | -3% | -4%
CCC(C)NC(=O)CSc1nc2cc(S(=O)(=O)N3CCOCC3)ccc2n1CC (configuration not stated)
→ -14% | 15% | 1% | x | -2% | 4%
CS(=O)(=O)Nc1cccc(C2=NN(C(=O)c3cccc(F)c3)C(c3cccs3)C2)c1 (configuration not stated)
→ 23% | u | 5% | 9% | 7% | 12µM*
Nc1c(C(=O)CSc2nnc(-c3ccccc3F)o2)c(=O)[nH]c(=O)n1C1CC1
→ u | 4% | -4% | x | -26% | -10%
CCN1C(=O)CC(N2CCC(Nc3ccc(OC)cc3)CC2)C1=O (configuration not stated)
→ 2% | 9% | -10% | -12% | -20% | -3%
Cc1ccc(-c2cc(-c3n[nH]c(=S)o3)c3ccccc3n2)cc1
→ -4% | 15% | -16% | -7% | -7% | 23%
Cc1nc2ccccc2n1CCc1nc2c3ccccc3nc(SCC(=O)NCc3ccco3)n2n1
→ -28% | u | 5% | 0% | u | u
CN(C)C1=NCCN1CCCCc1ccccc1
→ 49%[activator] | 4% | 2% | x | -8% | u
CCOc1cccc(-c2nnc3sc(COc4ccc(C)cc4)nn23)c1
→ -22%[5.75 µM] | 5% | -18% | 6% | -9% | 1%
O=C(CCS(=O)(=O)c1ccccc1)N1CCCc2ccccc21
→ 39%[activator] | 16% | 0% | 2% | 40µM* | 36%[activator]
CCOc1ccc2c(C)cc(=O)oc2c1OCC
→ 39%[activator] | -8% | -1% | -1% | 5% | u
COc1ccc(S(=O)(=O)N2CCCCC2)cc1NC(=O)C1CC1C (configuration not stated)
→ -17% | -13% | 0% | x | 2% | 6%
S=C(NCCc1c[nH]c2ccccc12)NC1CCCCC1
→ -2% | -1% | -11% | 1% | 2% | 23%
Cc1cc(=O)oc2c(C)c(OC(C)C(=O)NC3CCN(Cc4ccccc4)CC3)ccc12 (configuration not stated)
→ u | -30% | 1% | 2% | -8% | u
CCN(CC)CC(O)COc1ccc2c(c1)OCO2 (configuration not stated)
→ 30%[activator] | 3% | -5% | -6% | -12% | x
Cc1ccc(S(=O)(=O)NC(=O)COc2ccccc2C)cc1
→ 24% | 12% | 0% | 1% | -9% | 21%
CCN(CC)c1ccc(/C=N/NC(=O)c2cc3ccccc3[nH]2)cc1
→ -53% | u | 1% | 2% | 0% | -4%
CC1(C)CC(=O)C2=C(C1)NC1=C(C(=O)c3ccccc31)C2c1cccnc1 (configuration not stated)
→ 12% | -16% | -1% | 7% | -22% | -23%
CC(=O)NCc1ccc(-c2csc(NC(=O)CCCc3nc4ccccc4c(=O)[nH]3)n2)cc1
→ u | -4% | 0% | x | 0% | 9.3µM*
CCOC(=O)c1[nH]c(C)c(C(=O)OCC)c1C
→ 45%[activator] | u | -1% | 8% | 5% | x
CC(C)c1ccc(NC2CCCN(C(=O)c3cc(C(C)C)nc(N)n3)C2)cc1 (configuration not stated)
→ 15µM* | -18% | -2% | -1% | -20% | 14%
O=C(CCc1nc2ccccc2s1)Nc1ccccc1
→ 16% | 19% | 6% | 2% | -1% | 6%
CNC(=O)c1ccccc1NC(=O)c1cccc(S(=O)(=O)N2CCC(C)CC2)c1
→ x | u | -5% | 2% | 15% | u
O=C(Nc1ccccc1NC(=O)C1CCCO1)c1ccco1 (configuration not stated)
→ 1% | 4% | 3% | 3% | x | 0%
O=C(CSc1nc2ccccc2c(=O)n1Cc1ccco1)N1CCCC1
→ -8% | 11% | 3% | 0% | x | u
CCC(C)[C@H](NS(=O)(=O)c1ccc(C)cc1)C(=O)N1CCC(C(=O)N2CCC(C(N)=O)CC2)CC1 (some centres not stated)
→ -24% | -7% | 4% | -1% | 1% | -4%
O=C(Cn1nnc2ccccc21)c1ccc(Br)cc1
→ 48%[activator] | 18% | -5% | 3% | 8% | 43%[activator]

In another format: 2 of the compounds above
canonical_smiles: Cc1nn(-c2ccccc2)c(C)c1NC(=O)COC(=O)Cc1ccccc1
  Pf growth 96h: u
  HCV inh: 9%
  Tb PYK inh: 1%
  LmPK inhibitor: x
  Sm TGR inh: -3%
  Pf growth 48h: -4%

canonical_smiles: CCC(C)NC(=O)CSc1nc2cc(S(=O)(=O)N3CCOCC3)ccc2n1CC (configuration not stated)
  Pf growth 96h: -14%
  HCV inh: 15%
  Tb PYK inh: 1%
  LmPK inhibitor: x
  Sm TGR inh: -2%
  Pf growth 48h: 4%

Further compounds:
Results follow in this order: Pf growth 96h | HCV inh | Tb PYK inh | LmPK inhibitor | Sm TGR inh | Pf growth 48h
CCOC(=O)C(C)(C)N(Cc1ccc(C)cc1)S(=O)(=O)c1ccc(Cl)c([N+](=O)[O-])c1
→ u | u | -8% | 0% | -17% | -18%
CCOC(=O)C1CCN(C(=O)C2CCC(=O)N(CC3CCCCC3)C2)CC1 (configuration not stated)
→ u | 9% | 2% | -4% | -24% | -3%
CC(=O)c1c(C)[nH]c(C(=O)NC2=NCCS2)c1C
→ 20% | 19% | 1% | -5% | 6% | 42%[activator]
CCOc1ccc(OCc2ccc(C(=O)NC(C)C)o2)cc1
→ 12µM* | u | -8% | -4% | -12% | u
COc1cccc(OC)c1C(=O)NC(=S)Nc1ccc(S(=O)(=O)Nc2nccs2)cc1
→ 11% | 5% | 2% | 6% | u | 13µM*
Cc1onc(-c2ccccc2)c1-c1csc(N/N=C/c2ccccc2)n1
→ u | -1% | -3% | 1% | -6% | u
O=C(c1cc2c(s1)CCCCCC2)N1CCC2(CC1)OCCO2
→ x | -14% | -3% | -6% | -13% | 12%
Oc1sc(C=Nc2ccc(F)cc2)c2ccccc12
→ 3.3µM* | u | -6% | 3% | 17% | 4.7µM*
O=C(O)c1cc(NC(=O)C2CCCO2)cc(C(=O)O)c1 (configuration not stated)
→ u | 0% | 0% | -1% | -21% | 22%
Cn1nnc(NC(=O)CSc2nnnn2-c2ccc(F)cc2)n1
→ x | 13% | -22% | -3% | -2% | 12%
COc1ccc(NC(=O)C2CCN(c3cc(C)nc(-c4ccccc4)n3)CC2)cc1
→ 388%[activator] | u | 0% | -4% | 0% | u
Cc1cc(NC(=O)c2ccccc2-c2ccccc2C(=O)O)no1
→ x | -22% | -8% | 1% | 5% | 0%
COCc1ccc(C(=O)N2CCCC(C(=O)c3ccc(Cl)cc3C)C2)o1 (configuration not stated)
→ u | u | 0% | -6% | 32µM* | 6%
COCCn1c(SCC(=O)Nc2nnc(C)s2)nnc1-c1c[nH]c2ccccc12
→ x | -5% | -1% | 1% | -20% | u
CC(C)C[C@@]12C(=O)N(c3cccc(Br)c3)C(=O)N1[C@H](c1ccc(Cl)cc1)[C@@H]1C(=O)N(C3CCCCC3)C(=O)[C@@H]12
→ u | 17% | -1% | x | -3% | 2.6µM*
CSc1ncc(Cl)c(C(=O)Nc2cccc(Cl)c2)n1
→ u | -18% | 3% | -9% | 6% | -11%
O=C(COc1ccccc1)N1CCN(S(=O)(=O)c2cccs2)CC1
→ x | 20% | -6% | -4% | -7% | -19%
O=C(Nc1cccnc1)c1cccc([N+](=O)[O-])c1
→ 56%[activator] | 13% | -8% | 7% | -1% | -1%
C/C(=C\C(=O)c1ccc(C)o1)Nc1ccc(C(=O)O)cc1C
→ u | 4% | 2% | 0% | -21% | 15%
COC(=O)CN1C(=O)[C@H]2[C@@H](c3ccc(C)o3)N3C(=O)CN(Cc4ccc(-c5ccccc5)cc4)C(=O)[C@@]3(C)[C@H]2C1=O
→ -2% | -3% | u | 0% | 10µM* | 13%
Nc1c(C(=O)NCCc2ccccc2)c2nc3ccccc3nc2n1CCN1CCOCC1
→ 2% | u | -12% | 2% | -14% | u
CC(C)c1ccc(S(=O)(=O)N2CCN(C(=O)CCNS(=O)(=O)c3ccccc3F)CC2)cc1
→ -4% | 13% | -1% | x | -4% | u
CCCOc1ccc(N2C(=O)CC(N3CCN(CCN=CC4C(=O)CC(C)(C)CC4=O)CC3)C2=O)cc1 (configuration not stated)
→ u | 5% | 2% | -4% | u | 13%
Oc1ccc(Br)cc1/C=N/Nc1ncc(-c2ccccc2)cn1
→ u | 0% | -5% | 4% | 9% | u
O=C(CSc1nc2ccccc2o1)NC1CCCC1
→ 93%[activator] | 31%[activator] | -5% | 3% | -4% | 29%
COc1ccc2ccccc2c1/C=N/NC(=O)c1ccc([N+](=O)[O-])cc1
→ 49%[activator] | -29% | -5% | 1% | -1% | 8%
CC1CC(C)CN(C(=O)Cn2cc(C=O)c3ccccc32)C1 (configuration not stated)
→ 41%[activator] | 10% | 2% | 6% | 7% | -6%
